LAP4-GFP MLPCN: modulators of TOR pathway LAP4-GFP in S. cerevisiae | S. cerevisiae LAP4-GFP multiplex, flow cytometry GFP, 3 h; median GFP as percent of DMSO wells | AID 2023 | GFP response vs DMSO, % at 10 µM | hit rate 0.34% among 320,000;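 active = GFP response vs DMSO above a set limit, about the screen mean plus 3 SD, cut at about 150% in these data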
RPL19A-GFP yeast: yeast TOR pathway RPL19A-GFP modulation; S. cerevisiae RPL19A-GFP strain, flow cytometry, 3 h; active compounds read low; percent response vs DMSO, % at 10 µM; hit rate 0.3% among 330,000; AID 2025;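 active = percent response vs DMSO below 50%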;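 note: median channel GFP fluorescence of the barcoded RPL19A-GFP strain; ratio of sample median GFP to plate DMSO average so 100% = DMSO; lower means less RPL19A-GFP as with rapamycin TOR inhibition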
MEP2-GFP yeast: yeast TOR pathway MEP2-GFP modulation. hit rate 0.51% among 330,000. GFP response vs DMSO, % at 10 µM. S. cerevisiae MEP2-GFP strain, flow cytometry GFP, 3 h; 100% = DMSO control level. AID 2016;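 active = GFP response versus DMSO above a set limit, roughly screen mean plus 3 SD, cut at about 180% in these data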;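 note: median GFP fluorescence of the barcode-gated MEP2-GFP cells per well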
AGP1-GFP MLPCN: modulators of TOR pathway AGP1-GFP in S. cerevisiae | hit rate 0.02% among 320,000 | S. cerevisiae AGP1-GFP multiplex flow cytometry, 3 h; GFP as percent of DMSO wells | AID 2066 | GFP response vs DMSO, % at 10 µM;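 active = GFP response relative to DMSO above a set limit, near screen average plus 3 SD, cut at about 150% in these data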;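 note: median GFP channel fluorescence of the gated AGP1 strain per well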
CIT2-GFP yeast: alters CIT2-GFP fluorescence in TOR pathway yeast screen; S. cerevisiae CIT2-GFP strain, flow cytometry, 3 h; 100 means same as DMSO wells; GFP response vs DMSO, % at 10 µM; hit rate 0.065% among 320,000; AID 2029;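 active = GFP response relative to DMSO above a set limit, near the screen mean plus 3 SD, cut at about 150% in these data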;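 note: ratio of well median GFP fluorescence to mean of DMSO wells on the plate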
Efflux pump mplx: inhibitors of Candida antifungal efflux pumps expressed in yeast. S. cerevisiae Candida pump triplex, Nile Red efflux. inhibition, % at 10 µM. hit rate 0.44% among 330,000. AID 485275;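 active = plate passing quality check with inhibition over a set limit, or well fluorescence over plate mean plus 4 SD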;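 note: Nile Red retained in pooled yeast measured as flow cytometry median fluorescence; 0% = buffer negative control and 100% = Enniatin B positive control; higher means more Nile Red kept so more efflux inhibition; some compounds called inactive have numbers as strong as hits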
CR mimetic SO: lowers age-related superoxide in aged yeast cells; S. cerevisiae aged cells, superoxide DHE fluorescence; active compounds read low; AID 2690; superoxide response (% of plate mean), % at 10 µM; hit rate 0.18% among 330,000;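 active = superoxide response under a set limit, about three screen SD below normal, cut at about 65% in these data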;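 note: yeast aged for seven days with compound at 30 °C before DHE staining; 100% = average MFI of all compound-treated wells on the plate with controls excluded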
AHR act: activates the human aryl hydrocarbon receptor; hit rate 2.5% among 320,000; P35869; AHR-responsive luciferase reporter cells, luminescence; activation, % at 5 µM; in the data active = activation above about 47%;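 note: 0% = vehicle wells and 100% = reference agonist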
Target sequence (P35869 whole entry, looked up): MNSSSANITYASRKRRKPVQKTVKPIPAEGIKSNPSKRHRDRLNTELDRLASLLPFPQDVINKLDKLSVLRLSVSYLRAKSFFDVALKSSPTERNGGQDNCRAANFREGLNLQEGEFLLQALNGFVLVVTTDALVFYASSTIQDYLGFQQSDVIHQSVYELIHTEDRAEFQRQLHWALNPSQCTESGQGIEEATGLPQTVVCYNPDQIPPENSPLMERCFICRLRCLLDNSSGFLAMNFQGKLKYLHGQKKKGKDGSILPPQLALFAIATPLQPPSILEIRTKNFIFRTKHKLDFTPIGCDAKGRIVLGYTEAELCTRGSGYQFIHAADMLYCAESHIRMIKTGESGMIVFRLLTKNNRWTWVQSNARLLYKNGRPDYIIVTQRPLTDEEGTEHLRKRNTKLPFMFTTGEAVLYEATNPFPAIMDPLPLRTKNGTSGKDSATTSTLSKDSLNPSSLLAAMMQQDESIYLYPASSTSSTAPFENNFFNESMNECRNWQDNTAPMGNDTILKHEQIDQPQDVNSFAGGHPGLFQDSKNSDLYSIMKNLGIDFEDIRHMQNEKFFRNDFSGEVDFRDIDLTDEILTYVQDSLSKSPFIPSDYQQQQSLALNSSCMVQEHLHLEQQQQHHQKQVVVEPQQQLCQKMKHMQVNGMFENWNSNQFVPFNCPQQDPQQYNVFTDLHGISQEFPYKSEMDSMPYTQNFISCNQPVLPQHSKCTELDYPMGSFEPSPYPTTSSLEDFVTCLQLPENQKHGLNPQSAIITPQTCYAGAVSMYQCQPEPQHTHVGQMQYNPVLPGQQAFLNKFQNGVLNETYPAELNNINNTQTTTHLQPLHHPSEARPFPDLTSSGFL
The depositor's hits bear a star; . = not tested or not shown. Not a hit list; about 3.9% have a hit in one of these screens.

SMILES	LAP4-GFP MLPCN	RPL19A-GFP yeast	MEP2-GFP yeast	AGP1-GFP MLPCN	CIT2-GFP yeast	Efflux pump mplx	CR mimetic SO	AHR act
COc1ccc(-c2ncc3ccccn23)cc1OC	111	104	110	106	111	-0.1	104	22
Cc1ccc(/C=N/NC(=O)c2sccc2OCc2ccc(F)cc2)cc1	109	107	110	106	105	-0.1	93	2
O=C(CN1CCN(S(=O)(=O)c2ccccc2)CC1)NC1CC1	101	109	107	101	104	1.9	94	2
Cn1cnc(S(=O)(=O)Nc2ccc(OC(F)(F)F)cc2)c1	108	101	96	100	96	0.0	103	3
CCc1cc2c(=O)c(-c3nc4ccccc4n3C)c(C)oc2cc1OC(C)=O	106	101	95	95	106	0.1	103	2
CCOc1c(Cl)cc(C(=O)Nc2ccccc2-c2ccccc2)cc1Cl	99	93	101	91	96	0.1	118	3
Cc1ccc(NC(=O)c2ccc(S(=O)(=O)N3CCC(C)CC3)cc2)cc1	106	98	93	100	96	-0.1	90	4
C=CCOc1ccc(/C=N/NC(=O)CN2CCCCC2)cc1OC	100	103	109	101	103	-0.1	102	3
Nc1nc(CSC(=S)N2CCOCC2)nc(Nc2ccccc2)n1	85	99	98	98	98	0.3	95	19
O=C(NCCCN1CCCC1=O)c1c(O)nc2sccn2c1=O	95	94	97	97	90	0.0	101	-1
C[C@H](NC(=O)C1CC(=O)N(c2ccc3c(c2)OCO3)C1)C(=O)NCc1ccco1 (stereo partly drawn)	94	96	102	99	96	0.1	86	2
Cc1ccc(NC(=O)Cn2cccc2)c(C)c1	96	96	97	.	97	-0.1	95	-1
CSCCC(NC(=O)COc1ccccc1)C(=O)N1CC(C)OC(C)C1 (stereo not drawn)	90	90	92	95	90	0.8	112	-1
COC(=O)c1ccc(NC(=S)N2CCN(CCO)CC2)cc1	89	100	107	92	97	0.2	99	3
COc1ccc(C(C(=O)NC2CCCCC2)N(C(=O)c2cccs2)c2ccc3c(c2)OCO3)cc1 (stereo not drawn)	91	94	100	99	92	0.1	95	-1
O=C1CCN(Cc2ccccc2)N1	100	105	105	98	100	0.2	67	1
CCCC(C)CO (stereo not drawn)	102	99	91	96	86	0.0	111	1
Cc1nn(C(C)C(=O)NC2CCC(C)CC2)c(=O)c2nn(-c3ccccc3)c(C)c12 (stereo not drawn)	113	110	108	117	117	-0.1	121	4
CCOc1ccc(-n2nc3c(=O)n(CCN4CCCCC4)nc(C)c3c2C)cc1	98	99	111	106	100	0.0	113	2
O=C(Sc1ccccc1)c1cccc(Cn2cc(C(F)(F)F)ccc2=O)c1	113	98	107	102	98	-0.1	107	3
O=C1N[C@H](Cc2ccccc2)C(=O)N[C@H]1Cc1cn(S(=O)(=O)c2ccccc2)c2ccccc12	130	109	100	99	112	0.1	107	3
O=C(Cc1ncc(C(F)(F)F)cc1Cl)NNc1cccc(F)n1	90	104	103	105	104	-0.2	100	0
Cc1cccc(N(C(=O)c2snc(C(N)=O)c2N)C(C(=O)NCC2CCCO2)c2ccc(N(C)C)cc2)c1C (stereo not drawn)	111	94	106	96	89	0.3	95	1
CCOC(=O)c1cc(S(=O)(=O)NC2CCCCC2)cn1C	105	102	97	108	103	-0.1	89	0
N#C/C(=C/c1ccccc1[N+](=O)[O-])c1nc(C2CC2)cs1	114	99	102	95	100	0.6	102	71*

Some of the entries above, set out differently:
> CCCC(C)CO (stereo not drawn)
  LAP4-GFP MLPCN: 102; RPL19A-GFP yeast: 99; MEP2-GFP yeast: 91; AGP1-GFP MLPCN: 96; CIT2-GFP yeast: 86; Efflux pump mplx: 0.0; CR mimetic SO: 111; AHR act: 1

> Cc1nn(C(C)C(=O)NC2CCC(C)CC2)c(=O)c2nn(-c3ccccc3)c(C)c12 (stereo not drawn)
  LAP4-GFP MLPCN: 113; RPL19A-GFP yeast: 110; MEP2-GFP yeast: 108; AGP1-GFP MLPCN: 117; CIT2-GFP yeast: 117; Efflux pump mplx: -0.1; CR mimetic SO: 121; AHR act: 4

The list goes on.
SMILES	LAP4-GFP MLPCN	RPL19A-GFP yeast	MEP2-GFP yeast	AGP1-GFP MLPCN	CIT2-GFP yeast	Efflux pump mplx	CR mimetic SO	AHR act
O=C(O)c1cc2ccccc2n1-c1ccccc1	113	98	92	89	84	0.0	94	-3
CCCCCC(=O)Nc1nc(C)c(-c2csc(Nc3cc(OC)ccc3OC)n2)s1	111	102	92	93	106	0.1	106	84*
CC(=O)c1cccc(NC(=O)C(C)OC(=O)c2cccc(S(=O)(=O)N3CCN(C)CC3)c2)c1 (stereo not drawn)	99	101	101	103	101	-0.1	90	1
CCCCOC(=O)Nc1ccccc1C(N)=O	104	101	103	96	83	0.1	104	3
COC(=O)c1c[nH]n2c(=O)c(C(C)C)c(C)nc12	93	86	100	81	97	-0.1	86	-1
O=C(Nc1ccc(O)cc1C(=O)O)c1ccc2c(c1)C(=O)N(Cc1ccco1)C2=O	97	102	104	106	113	0.0	79	0
OCCNc1nc(Nc2ccccc2Cl)nc(N2CCCC2)n1	128	101	95	91	101	0.1	125	-1
Cc1ccc(C(=O)OCC(=O)Nc2cc(S(=O)(=O)N3CCOCC3)ccc2C)cc1	100	99	88	99	84	0.1	99	1
CN(Cc1ccco1)C(=O)CSc1nn2c(=O)c(C(C)(C)C)nnc2s1	99	97	100	98	113	0.0	81	1
NC(=O)Cc1ccc(C(=O)c2ccc(Cl)cc2)s1	98	97	94	97	90	-0.1	106	0
CCCCn1c(SCC(=O)Nc2cc(C)on2)nc2ccccc2c1=O	103	99	103	106	101	0.0	100	3
COc1ccc(C(=O)OCc2ccccc2F)cc1S(=O)(=O)N1CCCC1	104	101	106	104	101	-0.4	113	-2
O=S(=O)(CCc1ccccc1)N1CCOCC1	112	106	110	109	105	0.1	92	2
O=C(COC(=O)/C=C/c1ccco1)NC1CCCCC1	100	97	98	97	96	0.2	100	-1
O=C(CSc1nnc(-c2ccco2)n1CC1CCCO1)NC1CCCC1 (stereo not drawn)	95	104	104	104	101	-0.1	107	0
COCCN(C(=O)CCC(=O)Nc1ccccn1)C(C(=O)NCCC(C)C)c1ccc(OC)cc1 (stereo not drawn)	98	101	107	106	107	0.0	92	2
COc1cccc(NC(=O)Cn2c(=O)oc3cc(S(=O)(=O)N4CCCC4)ccc32)c1	105	103	102	106	111	-0.1	90	1
O=[N+]([O-])c1cccc(C2Nc3cccc4cccc(c34)N2)c1	103	99	112	85	80	-0.2	105	29
CN1/C(=C\C=C(/C#N)C(=O)Nc2ccccc2F)C(C)(C)c2ccccc21	96	103	101	98	101	-0.1	110	10
CC(C)N(CCC#N)C(=O)Nc1ccc2c(c1)CCO2	111	101	103	108	91	0.1	110	1
O=C(NCc1ccc(F)cc1)c1c2c(nc3ccccc13)CCC2	103	107	102	109	103	-0.2	104	8
COc1ccc2nc(NC(=O)Cc3ccc(OC)c(S(=O)(=O)N4CCOCC4)c3)sc2c1	99	104	111	104	103	0.0	119	1
COc1ccc(C2CC(c3cc(OC)ccc3OC)n3nnnc3N2)cc1 (stereo not drawn)	89	91	95	95	98	0.0	95	3
CCN1CC(CN(C)Cc2cn(-c3ccc(C)cc3)nc2-c2cccc(C)c2)CC1=O (stereo not drawn)	92	103	106	101	103	0.2	99	11
CCc1cccc(C)c1NC(=O)CSc1nnc(Cc2csc(C)n2)o1	107	96	96	102	99	0.3	98	1
Going on with the list:
SMILES	LAP4-GFP MLPCN	RPL19A-GFP yeast	MEP2-GFP yeast	AGP1-GFP MLPCN	CIT2-GFP yeast	Efflux pump mplx	CR mimetic SO	AHR act
CC(=O)NC(C)c1ccc(Cl)c(Cl)c1 (stereo not drawn)	99	95	93	104	93	-0.1	84	1
Cc1cc(C)nc(NC(=O)c2ccc(Cl)cc2)n1	104	99	109	107	105	-0.1	104	5
Cc1ccc(-c2n[nH]c(S(C)(=O)=O)c2C#N)cc1	106	91	93	99	90	-0.1	115	3
CCOc1ccc(/C=N/Nc2nncc(-c3ccccc3)n2)cc1OC	90	91	87	92	94	0.0	158	12
O=C(CCn1c(=S)oc2ccccc21)Nc1ccc(F)cc1	94	107	102	104	115	-0.3	95	-6
CCCC(=O)Nc1ccc(N2CCN(C(=O)c3cccs3)CC2)cc1	103	103	103	100	99	0.1	100	3
COc1cc(Nc2c3c(nc4ccccc24)CCC3)cc(OC)c1OC	94	103	102	96	100	-0.2	94	1
Cc1ccc(-c2csc(N3CCC[C@@H]3C(=O)NCCn3c(-c4ccncc4)nc4ccccc43)n2)cc1	107	96	91	85	72	-0.1	100	23
Cc1ccccc1C(=O)OC(C)CN1CCN(C)CC1 (stereo not drawn)	100	108	102	98	102	-0.3	97	0
Cc1ccc(S(=O)(=O)c2c(N)n(NC(=O)C3CC3)c3nc4ccccc4nc23)cc1	97	103	99	102	90	0.0	100	0
COc1cccc(/C=N/NC(=O)c2cccs2)c1	116	93	92	95	91	-0.3	88	14
COc1ccc(CCC(=O)N/N=C\c2cccs2)cc1	108	112	111	108	92	-0.1	111	14
CC(Oc1cc2oc(=O)c3c(c2cc1Cl)CCCC3)C(=O)NCc1ccccn1 (stereo not drawn)	106	98	96	97	90	0.1	114	4
O=C1c2cccnc2C(O)N1Cc1ccccc1 (stereo not drawn)	106	104	104	105	108	-0.1	102	2
COCCSc1nnc(NS(=O)(=O)c2ccc(F)cc2)s1	99	100	103	101	101	0.4	121	1
O=C(Nc1ccc(F)c(F)c1)C1=COCCO1	96	92	90	97	94	0.0	93	-3
CC(C)(C)c1[nH]nc2c1C(c1ccccc1OC(=O)N1CCOCC1)C(C#N)=C(N)O2 (stereo not drawn)	101	103	107	108	101	-0.1	90	19
Cc1[nH]c(=O)nc(SCc2ccc(Cl)c(Cl)c2)c1C#N	108	98	97	100	96	0.2	111	-1
CCCNC(=O)CN1CCC(c2nc3ccccc3[nH]2)CC1	98	98	105	101	97	0.1	89	0
C[C@@H]1CC[C@@]2(O[C@@H](CCO)C[C@@H](O)[C@@H]2O)O1	111	103	103	108	99	-0.2	102	-4
CCC(C)(C)NC(=O)CN(C(=O)c1csnn1)c1cccc2c1CCCC2	116	98	97	102	97	0.0	97	14
O=C(Cn1nnc(-c2ccccc2)n1)NCC(=O)Nc1ccc(F)c(F)c1F	91	95	93	86	87	0.1	108	2
O=C(CCCn1c(=S)[nH]c2cc3c(cc2c1=O)OCO3)N1CCN(C2CCCCC2)CC1	104	99	104	99	97	0.2	92	1
NS(=O)(=O)c1cccc(NC(=O)c2ccc(S(=O)(=O)N3CCCCCC3)cc2)c1	92	93	88	92	89	-0.2	80	1
Cc1cc2c(nn1)CCC/C2=N\O	104	101	101	109	101	-0.1	86	-2
(cont.)
SMILES	LAP4-GFP MLPCN	RPL19A-GFP yeast	MEP2-GFP yeast	AGP1-GFP MLPCN	CIT2-GFP yeast	Efflux pump mplx	CR mimetic SO	AHR act
CCOc1ccccc1NC(=O)CSc1nnc(Cc2ccc(OC)cc2)c(=O)n1N	104	98	101	101	98	0.0	99	1
Cc1nnsc1-c1c(C(=O)Oc2ccccc2)c(C)nn1-c1ccccc1	103	95	96	99	95	-0.1	95	1
O=C(CN1C(=O)c2ccccc2S1(=O)=O)N1CCc2ccccc21	105	104	106	116	113	-0.1	103	-3
CCCCn1c(SCC(=O)Nc2cc(C)on2)nc2c1c(=O)n(C)c(=O)n2C	100	98	101	101	103	-1.1	93	1
Cc1ccsc1/C=N/NC(=O)C(O)c1ccccc1 (stereo not drawn)	89	106	102	104	110	-0.2	102	1
COC(=O)n1c(=O)oc2ccccc21	106	101	99	102	102	0.1	95	6
COc1cccc(CNC(=O)c2nnn(CC(=O)Nc3cccc(C)c3)c2N)c1	106	105	105	110	103	0.1	105	1
CC(=O)N1CCN(C(=O)CCc2nnc(CCCCc3ccccc3)o2)CC1	100	101	101	92	95	0.1	84	0
COC(=O)c1ccc(C)c(NS(=O)(=O)c2ccc(OC)cc2)c1	107	100	102	99	98	0.2	114	0
c1ccc(-c2nnc(CN3CCC4(CC3)OCCO4)o2)cc1	100	100	101	108	99	0.0	98	2

Source: PubChem BioAssay (several laboratories)
